# Screening results deposited in PubChem by several laboratories.
# thrombin 1536: thrombin (human) inhibition; P00734; alpha-thrombin, Boc-VPR-AMC fluorogenic substrate cleavage; inhibition, % at 5 µM; 220,000 tested, 0.26% active; AID 1046;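 active = inhibition at or above 40%; inactive = inhibition below 40%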;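 note: 0% = enzyme with no compound and 100% = wells without enzyme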
#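 Material: human alpha-thrombin protein; Also added: Boc-VPR-AMC substrate, 15 µM final; Timing: enzyme reaction carried out at room temperature; Signal: fluorescence, ex 355 nm, em 460 nm; Measure: % inhibition of thrombin; Controls: enzyme without compound as high, wells lacking enzyme as low.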
# Calpain2 inh: calpain II (pig) inhibition. inhibition, % at 16 µM. purified calpain II, fluorogenic peptide substrate, 30 min. 220,000 tested, 0.37% active. AID 1236;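 active = inhibition above about 50%, limit read from the data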
# EBV gp42 block: inhibitors of Epstein-Barr virus glycoprotein 42 | 220,000 tested, 0.42% active | Fluorescence polarization binding assay, mP read-out | Q1HVG2 | AID 1085 | inhibition, % (tested at 21.74 µM); in the data active = inhibition above about 50%
# Target sequence (Q1HVG2 whole entry, looked up): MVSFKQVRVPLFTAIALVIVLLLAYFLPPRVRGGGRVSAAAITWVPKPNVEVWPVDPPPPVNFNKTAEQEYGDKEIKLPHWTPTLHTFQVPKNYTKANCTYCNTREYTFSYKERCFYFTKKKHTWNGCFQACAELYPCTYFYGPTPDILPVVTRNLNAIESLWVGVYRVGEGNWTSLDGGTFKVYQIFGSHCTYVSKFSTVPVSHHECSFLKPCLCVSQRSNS
# KCC2 mod: modulates chloride dependent transport by human KCC2; 190,000 tested, 2.2% active; B-score of Tl+ flux slope (higher = more flux/activation; lower = inhibition) at 10 µM; Q9H2X9; KCC2 cells, thallium flux FluoZin-2 fluorescence;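 active = thallium flux slope and its plate-corrected score both differing from the plate sample mean at a set confidence after two filtering rounds, in either direction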;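 note: slope of fluorescence scaled to starting intensity during 10 to 20 s after thallium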
# Furin inh: inhibitors of human furin. purified furin, fluorogenic substrate cleavage. inhibition, % at 30 µM. 220,000 tested, 0.061% active; in the data active = inhibition above about 25%; note: inactives centre near -15
# Target sequence (P09958 108-714 limits assumed): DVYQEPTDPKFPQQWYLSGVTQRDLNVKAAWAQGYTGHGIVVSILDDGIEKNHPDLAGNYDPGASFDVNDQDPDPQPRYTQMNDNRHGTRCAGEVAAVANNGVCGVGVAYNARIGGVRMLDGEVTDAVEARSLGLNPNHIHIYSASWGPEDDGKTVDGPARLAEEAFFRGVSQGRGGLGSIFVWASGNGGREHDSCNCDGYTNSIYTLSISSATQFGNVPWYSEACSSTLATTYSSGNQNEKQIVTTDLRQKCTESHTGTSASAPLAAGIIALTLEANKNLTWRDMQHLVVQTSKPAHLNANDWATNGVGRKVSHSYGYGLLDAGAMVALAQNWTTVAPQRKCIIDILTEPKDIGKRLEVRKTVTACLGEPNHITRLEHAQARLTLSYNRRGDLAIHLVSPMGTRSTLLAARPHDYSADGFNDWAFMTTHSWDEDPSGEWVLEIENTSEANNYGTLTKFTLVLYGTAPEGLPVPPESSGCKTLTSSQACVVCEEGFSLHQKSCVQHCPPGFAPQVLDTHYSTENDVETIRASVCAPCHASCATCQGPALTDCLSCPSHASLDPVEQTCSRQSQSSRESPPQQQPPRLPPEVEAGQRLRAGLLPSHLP
# TbHK1 inh: blocks Trypanosoma brucei hexokinase 1 activity; recombinant TbHK1, G6PDH-coupled NADH A340; inhibition, % at 10 µM; 220,000 tested, 0.11% active; AID 1430;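 active = inhibition of 50% or more in the single-dose primary screen; inactive = inhibition below 50%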
# PPC-1+TRAIL kill: compounds killing PPC-1 cancer cells with TRAIL present (potentiator screen, no TRAIL-free arm). 220,000 tested, 0.41% active. PPC-1 cells + TRAIL, ATPLite viability luminescence. cell killing (% activity), % at 4 µM;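 active = cell killing above 50% in the first pass at 4 µM, then a duplicate retest at 5 µM averaging 50% or more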;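 note: plate controls were cells with TRAIL plus DMSO for no effect and medium-only wells lacking cells for full effect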
# TRPN1 ag: activates the zebrafish TRPN1 channel | activation, % at 3 µM | HEK293 zebrafish TRPN1-YFP, Fluo-8 calcium fluorescence; 100% = response to 87 µM carbachol | 220,000 tested, 0.18% active;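 active = activation above its plate's cutoff, the mean activation of test wells on that plate plus 3 SD, cut at about 19% in these data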;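 note: 0% = DMSO alone and 100% = 87 µM carbachol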
#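 Control set: carbachol 87 µM as high control, DMSO as low control; system: HEK293 stable line with zebrafish TRPN1-YFP; read-out: % activation versus carbachol response; detection: intracellular calcium fluorescence with Fluo-8; doses: single test compound dose, 3 µM nominal, 0.3% DMSO; schedule: dye 1 h 37 °C plus 30 min RT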
# TRPML3 agonist: activates the human TRPML3 channel; HEK293 TRPML3-YFP, Fluo-8 calcium fluorescence; 100% = the carbachol control signal; AID 1448; 220,000 tested, 0.29% active; activation, % at 3 µM;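 active = activation above its plate's cutoff, the mean activation of the plate's test wells plus 3 SD, cut at about 12% in these data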;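 note: 0% = DMSO only wells and 100% = carbachol wells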
#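 Material: TRPML3-YFP stable HEK293 cells | Dosing: One concentration, 3 µM nominal, 0.3% DMSO | Timing: 125 s total fluorescence read per well | Technique: Fluo-8 calcium dye fluorescence, ex 470-495, em 515-575 nm | Measure: Percent activation from peak-to-basal fluorescence ratio, scaled between DMSO and carbachol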
# Starred values were filed as active, the others as inactive; i = inactive; . = no result given; & = joins results of further samples; [ ] = remark or other dose.
SMILES,thrombin 1536,Calpain2 inh,EBV gp42 block,KCC2 mod,Furin inh,TbHK1 inh,PPC-1+TRAIL kill,TRPN1 ag,TRPML3 agonist
Cc1ccc2c(C(=O)N3CCN(c4ccccc4)CC3)cc(-c3cccnc3)nc2c1C,3,-33,-5,-1.5,-3,-4,20,1.4,0.0
CCn1nc(C)c(CNCc2cn[nH]c2-c2cc3ccccc3o2)c1C,1,-9,-9,0.62,-17,-8,10,1.1,0.7
CCOC(=O)COn1c(=O)c[n+]([O-])c2ccccc21,0,-30,-19,-1,-20[20 µM],-12,-22,-0.1,0.6
Cc1ccc(C2C=NN(c3ccccc3)C2=O)cc1 (stereo not drawn),-6,-13,-4,.,-25,1,19,-0.9,-0.6
COc1ccccc1CC(=O)Nc1cc2oc3ccccc3c2cc1OC,0,-28,-7,0.97,-11[20 µM],0,-6,0.2,1.1
CN(c1ccccc1)S(=O)(=O)c1cccc(NC(=O)c2ccncc2)c1,-1,-24,-11,-0.9,-25,-4,2,7.4,2.8
CCc1cc(CN2CCOCC2)c(NC(=O)c2ccccc2)s1,-18,-4,-8,-0.52,-25,-7,25,-1.3,-0.1
O=C(O)c1ccccc1C(=O)c1ccc(Cl)cc1,-4,2,-5,.,-13,-9,-6,-0.7,0.5
Cc1ccc(C(=O)NC(=S)NCc2ccco2)cc1,-6,-1,0,19*,-17,1,2,-2.0,-0.1
CC(C)[C@@H]1CC[C@@H](C)C[C@H]1OC(=O)C[n+]1cc(-c2ccc(Cl)cc2)n2c1CCCCC2,5,10,-7,-2.1,-19,17,30,-2.3,-0.4
O=C(C[n+]1ccccc1)Nc1ccc(Oc2ccccc2)cc1,-2,-11,-17,-0.22,-9,-1,1,1.1,1.6
OC1(c2ccccc2F)CCN(Cc2nnc(-c3ccccc3)o2)CC1,-13,-78,-12,-0.33,-27,-4,11,-0.3,0.2
CCSc1ccccc1C(=O)N1CCN(c2ccccc2F)CC1,1,11,-24,-0.28,-19[20 µM],3,6,0.5,0.0
O=C1CC(c2ccc(OCCCCCOc3ccc(C4CC(=O)NC4=O)cc3)cc2)C(=O)N1 (stereo not drawn),-4,-2,-3,-0.51,-30,2,6,6.8,3.0
O=C(CNC(=O)c1ccccc1F)OCc1csc(-c2ccccc2)n1,2,-5,-12,-3.1,-26,5,-9,-0.6,0.5
CC(=O)N1C(=O)N(C(C)=O)C2C1N(C)C(=O)N2C(C)=O (stereo not drawn),-9,-27,-1,0.62,-24,-2,10,1.1,-0.5
O=[N+]([O-])c1cc(S(=O)(=O)Nc2ccccc2)ccc1NCc1ccccc1,-1,23,-4,-1.3,-12,10,29,-0.4,0.6
CCOC(=O)N1CCC(NC(=O)CN2C(=O)CSc3ncccc32)CC1,-5,-7,-15,0.84,-22,1,16,1.2,0.1
CCCC(CCC)=NNc1ccc(S(=O)(=O)Nc2ccccc2OC)cc1[N+](=O)[O-],-5,31,-1,0.066,-24,5,29,-0.3,0.4
CC(=O)c1c(C)[nH]c(C2=NNC(=NCc3ccccc3)SC2)c1C,5,-33,-7,-0.71,-20,-19,-2,0.7,0.9
CCc1ccc(C(N)=S)cc1,-2,25,-2,0.019,-15,4,17,-2.9,-1.9
CS(=O)(=O)N1CCN(Cc2ccc([N+](=O)[O-])cc2)CC1,10,5,4,1.4,-8,6,-1,3.1,0.2
Cc1ccc(S(=O)(=O)N2CCN(c3ccc(S(=O)(=O)N4CCOCC4)cn3)CC2)cc1,-5,-16,-22,0.28,-11[20 µM],-3,-6,0.9,0.5
CCOC(=O)COc1cc(-n2c(=S)[nH]c3cc(OC)c(OC)cc3c2=O)c(Cl)cc1Cl,1,-16,2,-0.2,-24,-12,24,1.3,1.5
COC(=O)N(C)c1ccccc1C(=O)N1CCOCC1,-7,-1,-18,2.1,-16[20 µM],-5,6,0.4,0.1

# Continuation:
SMILES,thrombin 1536,Calpain2 inh,EBV gp42 block,KCC2 mod,Furin inh,TbHK1 inh,PPC-1+TRAIL kill,TRPN1 ag,TRPML3 agonist
Cc1ccc(-n2nc(C)c(C3(O)C(=O)N(C(C)C)c4ccccc43)c2N)cc1 (stereo not drawn),-4,-12,-5,0.19,-20,3,10,-0.4,0.7
Cc1ccc2onc(CC(=O)O)c2c1,-8,-9,4,-1,-33,1,28,-2.0,1.2
CC(=O)N1CN(CCCn2ccnc2)Cc2c1sc1c2CCCC1,0,-19,-19,-0.061,-10,3,2,0.4,0.2
O=C(NCCc1ccc(Cl)cc1)C1CCN(S(=O)(=O)c2cccs2)CC1,0,0,-18,-1.9,-11[20 µM],-6,11,1.8,1.4
COC(=O)c1ccc(Cn2c(C)cc(C)[n+]2C)o1,-1,18,-47,.,-11[20 µM],-7,25,3.9,0.9
CCOC(=O)CNc1nc2ccccc2n2c(C)nnc12,-8,-11,1,-0.042,-31,-11,18,-0.3,0.9
COc1ccc(NS(=O)(=O)c2ccc(O)c(C(=O)OCC(=O)NC(C)C3CC4CCC3C4)c2)cc1 (stereo not drawn),-2,-36,2,-0.56,-25,-6,19,-1.5,-0.8
COc1ccccc1C1CCN(C(=O)c2cnn(-c3ccccc3)c2C)CC1,1,-10,-10,-3,-18,-9,5,2.6,1.0
CCOC(=O)C1=C(CSc2nc(-c3ccccc3)ccc2C#N)OC(N)=C(C#N)C1c1ccccc1 (stereo not drawn),0,i,-74,-0.2,-2[20 µM],-17,4,0.7,0.4
CCCCCCNC(=O)N1C/C=C\C(c2ccc(OC)cc2)N(Cc2ccc(F)cc2)C(=O)C1 (stereo not drawn),-1,16,-13,-1.5,-19,-6,14,.,.
COc1ccc(NC(=S)N2CCCCCC2)cc1OC,-3,6,4,0.27,-16,3,3,2.3,0.4
CN(Cc1ccccc1)c1nc(CN2CCOCC2)nc2scc(-c3ccccc3)c12,-4,-16,5,-0.77,-24,-6,16,-0.2,-0.2
O=C(O)c1ccc(C(=O)Nc2cccc(NC(=O)C3CCCO3)c2)cc1 (stereo not drawn),-1,-51,-6,0.74,-18[20 µM],1,-16,-0.4,0.5
O=S(=O)(c1ccc(F)cc1)N1CC=C(c2ccccc2)CC1,-9,11,-9,0.051,-20,-2,2,-2.9,1.4
O=C(Nc1nccs1)C12CC3CC(C1)CC(C(=O)Nc1nccs1)(C3)C2,-4,-4,4,-0.77,-22,-3,28,3.1,0.6
O=C(COC(=O)c1cccc(S(=O)(=O)N2CCc3ccccc32)c1)Nc1ncc(Cl)cc1Cl,-6,-11,-49,0.23,0,25,28,-1.0,0.6
N#Cc1ccccc1Sc1ccccc1C(=O)OCC(=O)N1CCN(C(=O)c2ccco2)CC1,-4,-51,-4,-0.48,-19,-6,25,0.1,0.9
Cc1cc(N2CCCC(C(=O)Nc3cccc4ccccc34)C2)n2ncnc2n1 (stereo not drawn),4,7,8,1.6,-17,-1,5,-0.6,1.3
O=C(Nc1ccccc1)Nc1ccc(Cl)c(S(=O)(=O)N2CCOCC2)c1,-4,23,6,0.56,-11,6,0,23*,13*
Cc1nnc(SCC(=O)Nc2ccccc2NC(=O)CSc2nnc(C)s2)s1,-2,-14,-12,0.41,-14[20 µM],-2,24,1.7,0.6
CC(=O)Nc1ccccc1OCc1nnc(-c2cccs2)o1,3,-14,-14,0.15,-19[20 µM],3,-8,2.2,0.6
Cc1cc(NC(=O)Nc2cccc3ccccc23)no1,4,26&-17,-13&-15,-0.32,-20&-31,3&-2,6&9,1.4&3.0,-0.1&2.1
CCCc1nn(C)c(C(=O)Nc2cccc(CC)c2)c1Cl,-3,29,-13,-0.51,-18,1,-1,-3.1,-1.0
CN1C(=O)C2(NC(=O)c3ccccc3N2C)c2ccccc21 (stereo not drawn),-2,-31,-6,-0.46,-22,-9,13,3.1,-0.1
O=C(O)CCc1ccc(-c2cccs2)n1NC(=O)c1ccc(O)cc1,13,-21,-10,0.65,-21[20 µM],2,5,-0.3,-0.3

# An excerpt from above, limited to Furin inh:
Compound | Furin inh
O=C(Nc1nccs1)C12CC3CC(C1)CC(C(=O)Nc1nccs1)(C3)C2 | -22
O=C(COC(=O)c1cccc(S(=O)(=O)N2CCc3ccccc32)c1)Nc1ncc(Cl)cc1Cl | 0

# Ordered by value in thrombin 1536 (highest first): 4 from the list above
Structure	thrombin 1536
Cc1cc(N2CCCC(C(=O)Nc3cccc4ccccc34)C2)n2ncnc2n1 (stereo not drawn)	4
CCOC(=O)C1=C(CSc2nc(-c3ccccc3)ccc2C#N)OC(N)=C(C#N)C1c1ccccc1 (stereo not drawn)	0
CCCc1nn(C)c(C(=O)Nc2cccc(CC)c2)c1Cl	-3
O=C(Nc1nccs1)C12CC3CC(C1)CC(C(=O)Nc1nccs1)(C3)C2	-4

# (further entries)
SMILES,thrombin 1536,Calpain2 inh,EBV gp42 block,KCC2 mod,Furin inh,TbHK1 inh,PPC-1+TRAIL kill,TRPN1 ag,TRPML3 agonist
O=c1c2cc(NC(=S)NCc3cccnc3)ccc2nc2n1CCCCC2,-9,12,2,0.14,-15,-6,9,0.1,0.2
C/C(CC(=O)NCc1ccc(Cl)cc1)=N\NC(=O)c1ccccc1F,6,6,-4,-1,4,1,26,-0.2,-0.6
O=C(CSc1ncnc2scc(-c3ccc(Cl)cc3)c12)NCc1ccc2c(c1)OCO2,13,42,-8,-1.3,-13[20 µM],4,-8,-1.3,0.0
COC(=O)c1ccc(C(=O)Nc2cc(Cl)ccc2Cl)cc1NC(=O)c1ccccc1C,3,-31,-19,0.25,-23[20 µM],0,1,0.8,0.5
CN(C)/C=C/C(=O)/C=C/c1cn(-c2ncc(C(F)(F)F)cc2Cl)c2ccccc12,-5,-212,-43,.,17[20 µM],-21,0,-0.2,0.0
Cc1ccc(C(=O)N2CCN(C(=O)c3ccco3)CC2)cc1NC(=O)c1ccco1,1,-10,-4,0.2,-2,-7,34,0.6,0.9
CCOc1ccc(N=C(/C(C(=O)C(=O)N2CCOCC2)=C(\O)c2ccccc2)c2ccccc2)cc1,-1,26,-6,1.5,-6,-22,19,-0.3,0.6
CCc1ccc(-c2cc(C(F)(F)F)n3nc(C(=O)Nc4c(C)nn(Cc5ccccc5C)c4C)cc3n2)s1,-4,-107,-6,0.15,-4[20 µM],-9,16,-0.8,0.5
COc1cc(NC(=O)CS(=O)(=O)c2ccc(C)cc2)cc(OC)c1OC,-1,19,-1,0.67,-21[20 µM],3,25,2.5,0.3
O=C(Cn1c(-c2ccccc2)noc1=O)NCc1ccccc1,-6,10,-3,-0.01,-26,-2,9,-0.2,0.2
Cc1cc(C)n(C(=O)CSc2nnc(SCC(=O)n3nc(C)cc3C)s2)n1,-8,-9,6,0.31,-16,20,10,0.7,0.9
CCOc1ccc(NC(=O)CSCc2cnn(-c3ccccc3)c2-n2cccc2)cc1,-6,33,-6,0.33,-17[20 µM],22,-2,-1.9,0.1
CC(=O)Nc1ccc(Nc2nc(C)c([N+](=O)[O-])c(N(C)c3ccccc3)n2)cc1,-3,-7,-3,-2.9,-7,-24,-5,3.9,0.8
NC(=O)C1CCN(C2=C(NS(=O)(=O)c3ccc(Cl)cc3)C(=O)c3ccccc3C2=O)CC1,-2,-3,-5,0.33,-11,-29,18,-1.7,-1.3
CN1C=CC=C/C1=C1\SC(=S)N(Cc2ccccc2)C1=O,-12,-16,-11,-0.29,-4,-4,6,0.3,0.1
